KinaseGlo FLuc – Kinase-Glo luciferase inhibition (counter-screen) | Kinase-Glo luciferase, ATP luminescence, 8 min | 200,000 tested, 0.28% active | Potency, µM (highest dose often 38.3 µM), inactives show at the top dose activity change, negative = inhibition, hits mostly inhibitors | Q27757; note: potency is the fitted concentration of half-maximal effect; % is set by controls: 0 for no effect and ±100 for the full control effect; nearly all actives have a fitted effect of over 60% in size
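Luminescence was the read-out, taken after 8-minute incubation at ambient temperature. Luciferase turned over luciferin with 10 uM ATP in imidazole pH 7.2 buffer containing KCl, MgCl2, Tween 20 and BSA.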
CBFb-RUNX1 inh – inhibitors of human CBF-beta and RUNX1 interaction. Q01196+Q13951. AlphaScreen CBFb-His/RUNX1-biotin binding, biochemical. Potency, µM (doses to about 59.8 µM), for inactives: top-dose activity, negative = inhibition, hits mostly inhibitors. 230,000 tested, under 10 active; note: % of control where 0% means no effect
Target sequence (Q01196 whole entry, looked up): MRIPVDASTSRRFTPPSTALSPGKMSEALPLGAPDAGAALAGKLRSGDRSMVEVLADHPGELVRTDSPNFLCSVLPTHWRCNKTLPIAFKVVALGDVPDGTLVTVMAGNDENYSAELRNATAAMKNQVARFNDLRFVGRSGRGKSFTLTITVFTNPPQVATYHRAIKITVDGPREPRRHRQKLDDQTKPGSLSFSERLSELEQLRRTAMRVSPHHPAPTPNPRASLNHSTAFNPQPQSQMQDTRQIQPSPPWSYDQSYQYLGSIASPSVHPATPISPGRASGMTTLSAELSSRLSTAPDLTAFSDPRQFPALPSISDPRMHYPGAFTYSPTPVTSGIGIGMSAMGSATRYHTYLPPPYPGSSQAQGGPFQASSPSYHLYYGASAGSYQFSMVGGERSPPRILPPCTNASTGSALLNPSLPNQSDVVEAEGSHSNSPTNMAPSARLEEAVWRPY
Target sequence (Q13951 whole entry, looked up): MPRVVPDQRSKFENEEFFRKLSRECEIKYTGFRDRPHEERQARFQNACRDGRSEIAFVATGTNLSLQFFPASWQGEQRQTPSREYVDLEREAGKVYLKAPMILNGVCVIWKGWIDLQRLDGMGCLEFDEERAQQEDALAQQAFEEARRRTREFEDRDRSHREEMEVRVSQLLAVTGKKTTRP
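AlphaScreen binding: CBFb-His and RUNX1-biotin (30 nM each) preincubated 20 min, compound added for 15 min, then nickel and streptavidin beads for 90 min, all at room temperature. Disruption of the interaction by any mechanism counts as activity.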
NPSR antag – blocks cAMP signaling of the human neuropeptide S receptor | CHO-NPSR cells, cAMP TR-FRET, antagonist mode | Potency, µM (titrated, usually from 38.3 µM), inactives show at the top dose activity change, negative = inhibition, actives largely listed as inhibitors | 220,000 tested, 1% active | AID 1461; note: potency is the fitted concentration of half-maximal effect; % is set by controls: 0 for no effect and ±100 for the full control effect; nearly all actives have a fitted effect of over 50% in size; many of its hits are not listed in these tables
Target sequence (Q6W5P4 whole entry, looked up): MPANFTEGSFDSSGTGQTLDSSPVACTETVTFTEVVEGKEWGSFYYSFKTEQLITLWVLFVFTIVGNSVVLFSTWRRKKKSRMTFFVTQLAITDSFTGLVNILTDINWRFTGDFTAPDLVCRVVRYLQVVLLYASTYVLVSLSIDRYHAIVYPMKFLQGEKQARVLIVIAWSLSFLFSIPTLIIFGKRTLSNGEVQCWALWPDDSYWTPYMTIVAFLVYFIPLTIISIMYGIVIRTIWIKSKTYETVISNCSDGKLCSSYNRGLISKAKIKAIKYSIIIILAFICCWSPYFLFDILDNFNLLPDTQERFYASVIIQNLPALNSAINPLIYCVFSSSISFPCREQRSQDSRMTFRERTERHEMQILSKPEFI
Epigenetic derep – regulators of epigenetic silencing causing reporter derepression in mouse cells | AID 1865 | 280,000 tested, 0.2% active | murine LDR cells, GFP reporter derepression, 30 h | Potency, µM (top dose mostly 53.9 µM), for the others: at the highest dose GFP activation, most hits filed as activators; note: potency is the fitted concentration of half-maximal effect; % of control where 0% means no effect; nearly all actives have a fitted effect of over 60% in size
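GFP-positive cell count by laser-scanning cytometry (objects 20–120 um) after 30 h, 37 C compound exposure of murine LDR cells; reporter is CMV-GFP integrated at a silenced locus, inducible by HDAC or DNMT inhibitors.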
IMPase Li inh – membrane-permeable IMPase blocker, potentiated with lithium | 210,000 tested, 0.35% active | CHO-M1 cells, IP1 TR-FRET (IP-One), carbachol + lithium | Potency, µM (doses to about 59.4 µM), for inactives: at the highest dose activity, negative = IMPase inhibition, actives largely listed as inhibitors;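 note: IP1 builds up when IMPase is blocked and the TR-FRET signal falls; potency is the fitted concentration of half-maximal effect; plate controls were basal vehicle for no effect and high inhibitor control for full effect; nearly all actives have a fitted effect of over 50% in size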
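IP1 accumulation measured by competitive TR-FRET in lysed CHO-M1 cells after 30 min compound exposure at 37C, with a small lithium addition to potentiate weak responses. Hill-equation AC50 from ratio and donor-channel data.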
Lamin A splicing – modulators of lamin A splicing; Potency, µM (highest dose often 46.1 µM), for inactives: top-dose ratio change, negative = inhibition, hits mostly inhibitors; 200,000 tested, 0.01% active; HeLa LMNA splicing GFP/RFP minigene ratio, 48 h; active = well fitted inhibition curve with a large enough effect in the signal ratio, with a control signal flat, not every such curve was filed as active; inconclusive = small, poorly fitted or top-dose-only effect, or effect the other way, or a change in a side signal; the % refers to the signal ratio; note: potency is the fitted concentration of half-maximal effect; % is set by controls: 0 for no effect and ±100 for the full control effect
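S3 HeLa cells stably expressing lamin A-EGFP splicing minigene plus DsRed2, 600 cells/well, 48 h compound exposure at 37C. Laser-scanning cytometry; analysed as GFP (500-530 nm)/RFP (575-640 nm) total intensity ratio; 0.5% DMSO vehicle.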
aGal spleen mod – inhibits or activates alpha-galactosidase in human spleen homogenate; Potency, µM (titrated, usually from 80 µM), for inactives: top-dose activity change, negative = inhibition, usual class: inhibitors; 240,000 tested, 0.008% active; human spleen homogenate, 4MU-alpha-Gal fluorescence, 40 min;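 note: potency is the fitted concentration of half-maximal effect; 0% = enzyme with vehicle and -100% = no enzyme basal signal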
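qHTS titration in buffer at pH 5.0. Alpha-galactosidase activity in spleen homogenate was measured via 4-methylumbelliferone release from 1 mM fluorogenic substrate after 40 min at 37C and a pH 10 stop. AC50 came from Hill fits of control-normalized data.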
Active calls of the source: *; ? = inconclusive; · = not tested or not shown; & = joins results of further samples; [ ] = dose if it differs, or a comment. Unless noted, calls come from the whole dose curve; as a rule, active = well fitted curve in the direction sought with a large enough effect; inconclusive = small, poorly fitted or top-dose-only effect, or another doubt; inactive = no such curve, though single readings can be large; an effect the other way counts as inactive or inconclusive.

Compound	KinaseGlo FLuc	CBFb-RUNX1 inh	NPSR antag	Epigenetic derep	IMPase Li inh	Lamin A splicing	aGal spleen mod
O=C(Cn1cc2c(n1)CCCC2)NCCc1ccccc1	-1%	-3%	18%[46.1 µM]	-1.0%	3%	0%	21%
Cc1ccc2[nH]c(=O)c(CN(Cc3ccco3)C(=O)c3ccncc3)cc2c1	2%	-1%	-10%[46.1 µM]	-1.9%	-10%[38.3 µM]	-16%	-20%
CC1CCCCC1NC(=S)Nc1ccc(Cl)cc1Cl (stereo not given)	2%	13%	-37%	-0.1%	13%	-20%[46 µM]	2%
Cc1ccc(N(CC(=O)NC(C)c2ccccc2)S(=O)(=O)c2cccs2)cc1 (stereo not given)	2%	2%	-17%[46.1 µM]	7.0%	16%[38.3 µM]	9%	-1%
CNC[C@H](O)c1cccc(O)c1	-1%&-8%	13%&-9%	19%	-4.2%&-0.1%	-4%&4%	?	20%&16%
CCN(C#N)c1nc(NC(C)C)nc(NC(C)C)n1	0%	9%	-1%[46.1 µM]	0.0%	2%	-4%	-11%
Cc1cccc(-c2c3c(=O)n(C)c(=O)n(C)c3cn2C2CCCCC2)c1	-4%	4%	-8%[46.1 µM]	2.0%	-20%[38.3 µM]	11%	-5%
O=C(O)CCN1C(=O)/C(=C\c2cccc(OCC(=O)Nc3ccc(Cl)cc3)c2)SC1=S	·	-11%	44%	-0.3%	·	·	-23%
Cc1ccc(NC(=O)CSCC(=O)NCCc2ccccn2)c(C)c1	5%	-9%	-2%	7.9%	1%	8%[46 µM]	2%
C[C@@H]1CC[C@]2(C(=O)O)CC[C@]3(C)C(=CCC4[C@@]5(C)C[C@@H](O)[C@H](O)[C@@](C)(CO)C5[C@H](O)C[C@]43C)C2[C@H]1C (stereo not given in full)	0%[39.9 µM]	11%	·	-0.8%	-8%	·	-7%
COc1ccc(N2CCN(C(=O)Cc3ccc(S(=O)(=O)N4CCOCC4)s3)CC2)cc1	-3%	?	0%	-1.7%	2%	·	-10%
Cc1cc(C(=O)CSc2nnnn2-c2ccccc2)c(C)n1-c1ccc2c(c1)OCO2	-4%	-13%	-20%	-1.9%	4%	?	-9%
COC(=O)c1ccc(CSc2nc3ccc(S(=O)(=O)N4CCOCC4)cc3[nH]2)cc1	2%	8%	-21%[46.1 µM]	1.0%	11%	2%	4%
Cc1cc(C)cc(NC(=O)N(CCC#N)Cc2cccs2)c1	·	1%	-9%	0.0%	·	·	-10%
CN(C(=S)Nc1ccc(Oc2ccccc2)cc1)C1CCCCC1	-4%	-13%	-20%	-1.1%	14%	?	5%
CCN(CC(=O)NC(C)(C)C)C(=O)COc1c(Cl)cc(Cl)c2ccc(C)nc12	·	4%	-16%	0.0%	·	·	-4%
COc1cc(-c2nc(-c3ccccc3)c(-c3ccc(F)cc3)[nH]2)cc2c1OCO2	0%	-6%	?	1.5%	3%	-8%	-16%
CCOc1nc(C)ccc1-c1noc(-c2ccccn2)n1	-2%	3%	1%[46.1 µM]	-1.1%	-11%[38.3 µM]	?	10%
CCN(CC)C(=O)Cn1cc(S(=O)(=O)CC(=O)NC2CCCCC2)c2ccccc21	3%	10%	1%	-2.3%	9%	14%[46 µM]	3%
COc1ccc(OC)c(Nc2nc(-c3sc(NC(=O)C(C)(C)C)nc3C)cs2)c1	-2%	?	-17%[46.1 µM]	-1.1%	22%[38.3 µM]	?	-10%
CCOC(=O)C1CCN(C(=O)COC(=O)c2cccc(F)c2)CC1	-4%	-5%	-1%	-0.8%	12%	-14%[46 µM]	-9%
CC(=O)c1ccsc1-c1c(C)cc2oc(=O)cc(-c3ccccc3)c2c1C	2%[39.9 µM]	?	·	-1.9%	15%	·	-12%[119 µM]
CCN(CC)CC(O)COc1ccc2c(c1)OCO2 (stereo not given)	2%	2%	-2%[46.1 µM]	4.4%	6%[38.3 µM]	-4%	-3%
CCC(C)C(=O)OC1CC(O)C=C2C=CC(C)C(CCC(O)CC(O)CC(=O)O)C21 (stereo not given)	-3%	·	·	-1.3%	24%	?	18%
COc1ccc(CN(C)CC(=O)NC2CCCc3ccccc32)cc1OC (stereo not given)	2%	2%	-11%	0.9%	8%	·	-1%
Cc1ccc(C)c(NC(=O)CSc2nnc(CSc3nc(C)cc(C)n3)n2Cc2ccco2)c1	-2%	-2%	-20%[46.1 µM]	2.6%	20%[38.3 µM]	1%	1%
O=c1/c(=C/c2cccc3ccccc23)sc2ncnn12	2%	4%	-21%[46.1 µM]	0.2%	24%[38.3 µM]	9%	-15%
COc1ccc(Nc2ncc(C#N)c(N)n2)c(OC)c1	·	2%	-5%	0.0%	·	·	7%
CCC(C)(C(=O)Nc1ccc2c(c1)OCCO2)N(C(C)=O)c1ccc(C(N)=O)cc1 (stereo not given)	2%	6%	-17%[46.1 µM]	-1.1%	10%[38.3 µM]	9%	3%
O=C(NCc1ccccn1)C1CCC(=O)N1C1CCCCC1 (stereo not given)	0%	-5%	-6%[46.1 µM]	-1.2%	1%[38.3 µM]	-1%	-9%

Some of these compounds in order of molecular weight, lowest first:
Compound	KinaseGlo FLuc	CBFb-RUNX1 inh	NPSR antag	Epigenetic derep	IMPase Li inh	Lamin A splicing	aGal spleen mod
CCN(CC)CC(O)COc1ccc2c(c1)OCO2 (stereo not given)	2%	2%	-2%[46.1 µM]	4.4%	6%[38.3 µM]	-4%	-3%
COc1ccc(Nc2ncc(C#N)c(N)n2)c(OC)c1	·	2%	-5%	0.0%	·	·	7%
CC(=O)c1ccsc1-c1c(C)cc2oc(=O)cc(-c3ccccc3)c2c1C	2%[39.9 µM]	?	·	-1.9%	15%	·	-12%[119 µM]
CCN(CC)C(=O)Cn1cc(S(=O)(=O)CC(=O)NC2CCCCC2)c2ccccc21	3%	10%	1%	-2.3%	9%	14%[46 µM]	3%

The results go on.
Compound	KinaseGlo FLuc	CBFb-RUNX1 inh	NPSR antag	Epigenetic derep	IMPase Li inh	Lamin A splicing	aGal spleen mod
CCOC(=O)c1cc(CC)sc1NC(=O)CC1SC(N)=NC1=O (stereo not given)	0%	-4%	-11%	-0.4%	4%	·	-1%
CC(C)=C(NC(=O)c1ccccc1)C(=O)N1CCOCC1	-4%	8%	7%[46.1 µM]	-0.7%	0%[38.3 µM]	2%	-12%
CCC(=O)Nc1nnc(-c2ccc(Cl)s2)o1	-2%	-8%	18%	3.1%	-1%	9%[9.22 µM]	-1%
O=C(CCN1C(=O)C2C3C=CC(C3)C2C1=O)Nc1ccccn1 (stereo not given)	1%	2%	-6%[46.1 µM]	-0.7%	-8%[38.3 µM]	5%	2%
O=C(Nc1ccccc1OC(F)F)c1ccc(Br)o1	-1%	11%	3%[46.1 µM]	-1.6%	16%[38.3 µM]	-7%	6%
O=C1NC(=O)C(c2ccccc2)(c2ccccc2)N1	-1%&-4%&-4%&-1%&3%	3%	7%	-0.1%&-0.2%&0.0%&2.1%&-0.5%&-1.6%&0.2%	7%	?	-2%&5%&-30%&-8%&6%&4%&10%&-18%
O=C(COC(=O)CNC(=O)c1ccccc1)Nc1cccc(Br)c1	·	1%	9%[46.1 µM]	-0.9%	·	-11%	-5%
COCCCNC(=S)N/N=C/c1ccc(N(C)C)cc1	-1%	5%	-14%	0.0%	-1%	14%[46 µM]	17%
O=C(COc1ccccc1F)N1CCN(S(=O)(=O)/C=C/c2ccccc2)CC1	4%	0%	14%	-1.8%	0%	?	-1%
CCCOCCc1nnc(N)s1	·	10%	8%	0.0%	·	·	-2%
COCCSc1nnc(NC(=O)CSc2ccccc2)s1	0%	4%	6%[7.67 µM]	-3.6%	4%[38.3 µM]	-6%	-21%
CCOC(=O)c1cc2c(=O)n3ccccc3nc2n(CCOC)c1=NC(=O)c1c(-c2c(F)cccc2Cl)noc1C	-6%	9%	-48%	1.1%&8.5%	10%	?	12%
CC(=O)N1N=C(c2ccncc2)OC1(Cc1ccccc1)Cc1ccccc1	·	4%	?	2.5%	·	·	-1%
Nc1ccc(S(N)(=O)=O)cc1	-3%	22%	·	0.0%	5%&32%&10%	-8%&-10%	-5%
O=C(OCC(=O)N1CCCCC1)c1cc(NS(=O)(=O)c2ccc(Cl)c([N+](=O)[O-])c2)ccc1O	10%	-8%	-23%	-1.1%	20%	-29%	8%

Compound profiles, from the list above.
Shown for `CCC(=O)Nc1nnc(-c2ccc(Cl)s2)o1` = KinaseGlo FLuc = -2%; CBFb-RUNX1 inh = -8%; NPSR antag = 18%; Epigenetic derep = 3.1%; IMPase Li inh = -1%; Lamin A splicing = 9%[9.22 µM]; aGal spleen mod = -1%
Shown for `O=C(CCN1C(=O)C2C3C=CC(C3)C2C1=O)Nc1ccccn1` (stereo not given) = KinaseGlo FLuc = 1%; CBFb-RUNX1 inh = 2%; NPSR antag = -6%[46.1 µM]; Epigenetic derep = -0.7%; IMPase Li inh = -8%[38.3 µM]; Lamin A splicing = 5%; aGal spleen mod = 2%

Continued:
Compound	KinaseGlo FLuc	CBFb-RUNX1 inh	NPSR antag	Epigenetic derep	IMPase Li inh	Lamin A splicing	aGal spleen mod
O=C(/C=C1\SC(=O)N(CC(=O)Nc2ccc(F)cc2)C1=O)Nc1ccc(Cl)cc1	0%	3%	7%	0.0%	-6%	7%	9%
O=C(CCNS(=O)(=O)c1cccc2nsnc12)NC1CCCc2ccccc21 (stereo not given)	3%	-4%	-12%[46.1 µM]	0.0%	27%[38.3 µM]	-5%	6%
O=C(CCCOc1ccc(Cl)cc1Cl)N1CCc2ccccc2C1	2%	0%	-16%[46.1 µM]	0.0%	-5%	0%	2%
Cc1cccn2cc(CCNS(=O)(=O)c3cccc([N+](=O)[O-])c3)nc12	·	9%	5%	-0.9%	·	·	4%
COc1ccccc1CNc1ccc(CNc2ncn[nH]2)cc1	-2%	-6%	-7%	1.7%	5%	-3%[46 µM]	-6%
Fc1ccc(-c2oncc2-c2nnnn2-c2ccccc2)cc1F	1%	7%	11%[46.1 µM]	2.4%	7%	-6%	14%
N#C/C(=C\c1cccnc1)C(=O)Nc1ccccc1	5%	-11%	-2%	-1.0%	3%	-4%	-4%
CC1(C)C(=O)Nc2ccccc2N1C(=O)COC(=O)C1CCCCC1	-3%	2%	-8%[46.1 µM]	1.0%	19%[38.3 µM]	-6%	2%
CCOC(=O)N1CCC(Nc2c(NCCCN3CCN(C4CCCCC4)CC3)c(=O)c2=O)CC1	-2%	3%	12%	3.8%	14%	·	-7%
COc1ccc(S(=O)(=O)N2CCc3cc(OC)c(OC)cc3C2)cc1	·	-2%	-19%	3.0%	·	·	9%

Compound activity: PubChem, National Center for Advancing Translational Sciences (NCATS)

Not all compounds are listed. The share of hits here may be higher or lower than overall.
